# Siah-1 displacement: blockers of Siah-1 interaction with plectin peptide – biochemical, fluorescence polarization, rhodamine-plectin, uHTS, primary screen (AID 1817). Siah-1 / rhodamine-plectin peptide fluorescence polarization; higher % means a stronger effect. displacement, % at 20 µM; hits with a dose series show IC50 in µM. 290,000 tested, 0.02% active;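 active means displacement of at least 50% at 20 µM, with a fluorescence ratio check between 0.3 and a set limit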;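 further: plate controls were Siah plus tracer with DMSO for no effect and tracer alone without Siah for full effect; strong numbers were not always called active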
# Lipid droplet: hepatic lipid droplet formation modulation; AML12 mouse hepatocytes, oleate lipid droplets, BODIPY imaging; inhibition, % at 6.5 µM; 240,000 tested, 0.4% active; AID 1656;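 active means lipid droplet intensity inhibited by at least 50%, with more than 500 cells counted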
#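 Assay system: AML12 hepatocytes (mouse) / Also added: 100 µM oleic acid challenge / Times: overnight treatment with compound plus oleate / Detection: high-content imaging of BODIPY-stained droplets and DAPI nuclei / Evaluation: % inhibition of lipid droplet signal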
# UTI89 phage lysis: protection from phage-mediated lysis, alamar blue read-out – E. coli UTI89, K1F phage, bacterial capsule biogenesis inhibitors (AID 488966); E. coli UTI89 K1F phage lysis, alamar blue, 2 h; higher % means a stronger effect; one-dose inhibition, % at 100 µM; IC50 in µM for titrated hits; 340,000 tested, 0.02% active;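 active means phage lysis inhibition, versus mean bacterial control, above a set limit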;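 further: capsule biogenesis inhibitors block K1F phage lysis so surviving cells raise fluorescence; higher fluorescence means more inhibition of phage lysis; actives were called in the ten point dose series up to 300 µM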
# Lipid droplet cells 6.5 µM: recorded beside Lipid droplet, whose call it bears; cell count; measured here: cell count, cytotoxicity flag;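 cells counted across two imaged fields per well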
# Starred values were filed as active, the others as inactive; [ ] = dose if it differs, or a comment. This is a subset (hit frequency here may not be typical).
SMILES,Siah-1 displacement,Lipid droplet,Lipid droplet cells 6.5 µM,UTI89 phage lysis
CN(C)S(=O)(=O)c1ccc2c(c1)Cc1cc(S(=O)(=O)N(C)C)ccc1-2,0%,-1,808,0.2%
CCOC(=O)C1CCN(C(=O)C2(NC(=O)Nc3ccccc3C)CCCCC2)CC1,10%,81*,800*,-0.4%
COc1ccc(OC(=O)COc2ccc(Cl)cc2)cc1,0%,9,805,-3.3%
COc1cc(OC)c(OC)cc1CCC(C)NCCC(c1ccccc1)c1ccccc1 (stereo not given),11%,30,651,0.2%
O=C(CN1C(=O)S/C(=C\c2cccs2)C1=O)Nc1ccc(C(=O)O)c(O)c1,31%,-2,674,0.0%
Cc1ccc(CNC(=O)c2ccccc2NC(=O)CN2CCN(C)CC2)cc1,10%,-2,816,0.0%
CCCCCn1c(=O)[nH]c2cc(C(=O)N3CCN(c4ccccc4F)CC3)ccc2c1=O,-7%,-7,739,-0.2%
O=C(CCCCCN1C(=O)c2ccccc2C1=O)Nc1ccccc1F,-1%,-14,816,0.1%
O=C(Nc1ccc2c(c1)OCCO2)c1cccc(Br)c1,0%,2,838,-0.9%
CCN(CC)S(=O)(=O)c1ccc(C(C)NC(=O)Cc2c[nH]c3ccccc23)cc1 (stereo not given),10%,4,759,0.2%
COc1ccc(N2CC(C(=O)N[C@H](C(=O)NC(C)c3ccccc3)C(C)C)CC2=O)cc1 (stereo not given in full),3%,10,743,-0.1%
COc1ccc(Cl)cc1NC(=O)CC(=O)Nc1cc(Cl)ccc1OC,0%,-12,807,0.3%
COc1ccccc1C(=O)NCC(C)(C)CN=C1NS(=O)(=O)c2ccccc21,5%,-9,774,-0.2%
COc1ccc(OC)c(Nc2ncnc3sccc23)c1,-1%,-5,695,0.1%
Cc1cc(C)cc(N(C(=O)c2ccccn2)C(C(=O)NC2CCCCC2)c2ccncc2)c1 (stereo not given),5%,-3,703,0.1%
CCOc1ccc(C(CC(=O)O)NC(=O)COc2ccc3ccccc3c2)cc1OC (stereo not given),2%,-1,750,0.1%
O=C(Nc1cccnc1)c1cc(-c2ccc(Cl)c(Cl)c2)on1,10%,-10,735,-0.3%
CC(=O)c1cccc(N(CC(=O)NC2CCCCC2)C(=O)Cn2nnc(-c3ccccc3)n2)c1,3%,0,842,0.1%
O=C(Cc1ccccc1F)Nc1nc(-c2ccc(F)cc2)cs1,2%,-2,844,0.3%
O=C(NC(=S)NNC(=O)c1cnccn1)c1ccc(Cl)cc1,-13%,-52,523,1.9%
CCc1cccc(CC)c1NC(=O)CN1CCN(S(=O)(=O)c2ccccc2)CC1,0%,-21,789,0.2%
COc1ccc(N2CCN(C(=O)CN(c3cccc(OC)c3)S(=O)(=O)c3ccccc3)CC2)cc1,10%,-6,848,-0.1%
O=C(NC(=O)N1CCCCCC1)c1ccccc1,4%,0,720,0.2%
CC1CCCCN1CCCNC(=O)c1ccc(NC(=O)C2=CSCCO2)cc1 (stereo not given),9%,12,738,0.3%
Cc1cc(-c2nnc(SCC(=O)Nc3cccc(F)c3)n2N)n[nH]1,4%,-14,652,-0.1%
CC(=O)c1ccc(NC(=O)Cn2cnc(S(=O)(=O)N3CCCCC3)c2)cc1,-6%,0,696,-0.2%
COC(=O)c1ccc(C(=O)N=c2sccn2C)cc1,12%,-6,763,-0.2%
CCCc1nc2nc(C)c(NS(=O)(=O)c3ccc4c(c3)CCCC4)c(=O)n2[nH]1,7%,-8,816,-0.2%
Cc1cc(N2C(=O)C(O)=C(C(=O)c3ccc(C)o3)C2c2ccc(OCc3ccccc3)cc2)no1 (stereo not given),24%,34,719,0.2%
Cc1ccc(CCNC(=O)c2cc(S(=O)(=O)N3CCOCC3)cn2C)cc1,-1%,19,755,5.0%
Cc1ccc(C(=O)OCC(=O)N(C)c2ccccc2)cc1C,0%,-11,711,0.2%
C=CCn1c(SCC(=O)NCC2CCCO2)nc2c([nH]c3ccccc32)c1=O (stereo not given),-1%,23,713,0.0%
CC(Oc1cc2oc(=O)c3c(c2cc1Cl)CCCC3)C(=O)NCC1CCC(C(=O)O)CC1 (stereo not given),4%,-11,756,0.0%
COCCN(C(=O)CNC(=O)c1ccco1)C(C(=O)NC1CCCC1)c1cccc(OC)c1 (stereo not given),-2%,-11,806,0.0%
CCCCC[C@H]1CN(Cc2ccc(OC)cc2)C(=O)[C@@H]1CC(=O)NCc1ccccc1,14%,-7,789,-1.1%
O=C(CSc1nnc(NC(=O)c2ccccc2)s1)NC1CCCC1,-5%,-28,779,-0.2%
O=C(CCCCCN1C(=O)[C@@H]2Cc3ccccc3CN2C1=O)Nc1cccc(F)c1,0%,10,696,0.3%
COc1ccc(NC(=O)CCS(=O)(=O)c2ccc3nc(C)sc3c2)cc1OC,2%,4,807,5.5%
CCCCCC1CC(COc2ccccc2)OC1=O (stereo not given),10%,2,416,0.3%[50 µM]
COc1cc(OC)cc(-c2nc(SCC(=O)Nc3ccccc3F)n[nH]2)c1,0%,-2,620,0.3%[50 µM]
COc1ccc(-c2cc(C(=O)Nc3cc(C)ccc3O)no2)cc1,0%,19,832,0.2%
COc1ccccc1-n1c(SCC(=O)O)nc2c(sc(=S)n2-c2ccccc2C)c1=O,11%,12,806,0.4%
O=C(Cn1c2ccccc2c2nc3n(c(=O)c21)CCCS3)Nc1ccccc1,14%,9,720,0.4%
Cc1ccc(-c2ccc(=O)n(CC(=O)NCCN(CC(C)C)CC(C)C)n2)cc1,5%,-16,825,0.1%
CC(=O)Nc1ccc(S(=O)(=O)NCCC(=O)Nc2ccc(C)cn2)cc1,0%,-37,566,0.0%
O=C(NCc1ccc(Cl)cc1)C1CCC(=O)N(C2CCCCCC2)C1 (stereo not given),10%,-4,650,0.8%[50 µM]
COc1ccc(NC(=O)CN2C(=O)CSc3ccc(S(=O)(=O)N4CCCC4)cc32)cc1OC,6%,6,706,-0.2%
Cc1ccc(C(=O)N2CCN(CCNC(=O)C(=O)NCc3ccc(Cl)cc3)CC2)cc1,10%,-7,728,0.0%
O=C(C(Cl)Cl)N1CCN(Cc2ccc3c(c2)OCO3)CC1,-6%,18,833,0.3%
COc1ccccc1CNC(=O)N1CCN(c2ccccc2C)CC1,0%,10,840,-0.1%
CCN(C(=O)c1ccc2c(=O)n3c(nc2c1)CCCCC3)c1cc(OC)ccc1OC,-7%,-12,732,0.0%
CC1(C)CC(NC(=O)C2CCN(S(=O)(=O)c3ccc(F)cc3)CC2)CC(C)(C)N1,-3%,-10,666,0.4%
CCc1nn(CC(=O)NC2CCN(Cc3ccccc3)CC2)c(=O)c2cc3cc(F)ccc3n12,2%,-10,764,0.1%
CCCCCc1c(C)nc(N2CCN(Cc3ccc4c(c3)OCO4)CC2)[nH]c1=O,-1%,-4,851,1.4%[50 µM]
CCN(CC)Cc1c(C(=O)N/N=C/c2c(Cl)cccc2Cl)nnn1-c1nonc1N,-1%,-20,835,0.1%
CCOc1ccc(CCNC(=O)C(C)n2nc(C)c3c(C)n(-c4ccccc4)nc3c2=O)cc1 (stereo not given),8%,-8,704,-0.4%
O=C(NCCCN1CCCC1=O)C(=O)NCC1OCCCN1S(=O)(=O)c1cc(F)ccc1F (stereo not given),5%,15,652,0.2%[50 µM]
COc1ccc(CN(C)C(=O)c2ccc3ccccc3n2)cc1F,-1%,1,845,0.0%
CCCOc1ccc(CNC(=O)CCC(=O)n2ncc3cc(C)ccc32)cc1,6%,18,724,4.4%
Cc1cccc(C(=O)N2CCN(S(=O)(=O)c3ccc4c(c3)OCCCO4)CC2)c1[N+](=O)[O-],3%,3,847,-0.1%
# (continued)
SMILES,Siah-1 displacement,Lipid droplet,Lipid droplet cells 6.5 µM,UTI89 phage lysis
COc1ccc(N2CCN(CCCNC(=O)c3ccc(CS(=O)(=O)c4ccc(Cl)cc4)o3)CC2)cc1,2%,-28,642,0.3%
CSc1cccc(NC(=O)C2CCCN(S(=O)(=O)c3cccs3)C2)c1 (stereo not given),5%,-1,815,0.0%
COc1ccc(CNCc2ccc3c(c2)OCO3)c(OC)c1OC,15%,19,833,1.1%
O=c1oc2ccccc2n1Cc1ccccc1F,9%,4,820,0.3%
COc1ccc(OC2CCN(S(=O)(=O)c3cccc(F)c3)CC2)cc1,3%,-38,796,0.1%
COc1ccc(S(=O)(=O)N2CCN(C(=O)CN3C(=O)NC4(CCCC4)C3=O)CC2)cc1,6%,14,852,2.3%[50 µM]
CCCNC(=O)c1ccc(COc2ccc(CCC)cc2OC)o1,0%,-8,413,0.0%
CCCN1CCN(C(=O)C2CCN(c3ncnc4c3nc3n4CCCCC3)CC2)CC1,-2%,-24,692,3.0%
CC(C)Nc1nc(-c2cccnc2)nc(-c2ccccc2)c1C#N,10%,11,793,-0.1%
O=C1NN(c2ccc(Br)cc2)C(=O)/C1=C\c1ccc(O)cc1O,0%,-3,817,-0.3%
COc1ccc(NC(=O)c2cnc(NS(=O)(=O)c3ccccc3)nc2)cc1,-3%,8,712,-0.3%
Cc1sc(NC(=O)CSc2nnc(N)s2)c(C#N)c1C,-1%,-2,818,-0.2%
COc1ccc(OC)c(C2C(C(=O)c3ccco3)=C(O)C(=O)N2CCN2CCOCC2)c1 (stereo not given),-2%,5,704,0.1%
CCSc1nnc2c3cc(CC)ccc3n(C)c2n1,6%,-5,767,0.1%
CCn1c2ccc(F)cc2c2nnc(SCCN3CCOCC3)nc21,1%,3,861,0.0%
CCNc1nc2c(c(=O)[nH]c(=O)n2C)n1CCCc1ccccc1,0%,-7,793,0.5%
S=C(c1ccc(OCc2ccccc2)cc1)N1CCCC1,-8%,-1,809,0.1%
COc1cccc(C(=O)NNS(=O)(=O)c2ccc(C)cc2)c1,11%,-2,811,-1.1%
CCn1ncc(Br)c1C(=O)Nc1cc(C)on1,-3%,0,836,0.0%
Cc1cc(C)c2sc(N(CCN(C)C)C(=O)CCS(=O)(=O)c3ccccc3)nc2c1,-3%,40,886,0.2%
O=C(c1ccc2oc(Cc3ccc(Cl)cc3)nc2c1)N1CC[C@H](O)C1,-1%,-1,751,-0.4%
O=C(NCCC(=O)N1CCCCC1)c1ccc(Br)cc1,-4%,0,859,-1.1%[50 µM]
CCC(C)[C@H]1COCCS(=O)(=O)N1Cc1ccc(C)cc1 (stereo not given in full),2%,-5,813,1.0%
O=S(=O)(NCc1ccc2c(c1)OCO2)c1ccc(F)c(F)c1,13%,-3,819,-0.6%
Cc1cc(OCC(=O)N2CCC(C(N)=O)CC2)c2c(C)c(C)c(=O)oc2c1,-5%,-3,803,3.2%
Cc1ccc2nc(-c3ccc(O)c(O)c3)cn2c1,-2%,-2,770,1.7%
O=C(O)CN=CC1=C(O)CC(c2ccccc2)CC1=O (stereo not given),5%,6,805,-0.1%
O=[N+]([O-])C1C(c2ccccc2)=NOC1c1ccccc1O (stereo not given),1%,0,829,0.0%
CCCc1cc(C(=O)Nc2ccc(Cl)cn2)cs1,6%,1,816,0.2%
CCc1cc(=O)oc2cc(C)cc(OCC(=O)NCC(O)c3ccccc3)c12 (stereo not given),-4%,-16,776,0.0%
COc1cc(NC(=O)C2CCN(S(=O)(=O)c3ccc4[nH]c(=O)oc4c3)CC2)cc(OC)c1,-7%,-4,660,-0.2%
COc1ccc2nc(N(Cc3ccccc3)C(=O)CCNC(C)=O)sc2c1,-1%,-25,638,0.0%
O=C(Nc1ccc(F)cc1)c1cc(S(=O)(=O)N2CCCCC2)ccc1F,4%,-12,715,-0.2%
CCc1ccc(OCC(O)CN2CCN(CCO)CC2)cc1 (stereo not given),-3%,3,868,0.7%

# Screens as filed in PubChem BioAssay.
